High-throughput results deposited in PubChem by The Scripps Research Institute Molecular Screening Center.
FBW7 activator: human FBW7 E3 ligase activation, primary screen. AlphaScreen FBW7–phospho-cyclin E peptide binding, activator screen. normalized activity (activation), % at 26.1 µM. 650,000 compounds, 0.13% hits. AID 1259310; in the data active = normalized activity above about 1.9%;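 also: purified mutant Fbw7 with reduced substrate affinity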
Target sequence (Q969H0 whole entry, looked up): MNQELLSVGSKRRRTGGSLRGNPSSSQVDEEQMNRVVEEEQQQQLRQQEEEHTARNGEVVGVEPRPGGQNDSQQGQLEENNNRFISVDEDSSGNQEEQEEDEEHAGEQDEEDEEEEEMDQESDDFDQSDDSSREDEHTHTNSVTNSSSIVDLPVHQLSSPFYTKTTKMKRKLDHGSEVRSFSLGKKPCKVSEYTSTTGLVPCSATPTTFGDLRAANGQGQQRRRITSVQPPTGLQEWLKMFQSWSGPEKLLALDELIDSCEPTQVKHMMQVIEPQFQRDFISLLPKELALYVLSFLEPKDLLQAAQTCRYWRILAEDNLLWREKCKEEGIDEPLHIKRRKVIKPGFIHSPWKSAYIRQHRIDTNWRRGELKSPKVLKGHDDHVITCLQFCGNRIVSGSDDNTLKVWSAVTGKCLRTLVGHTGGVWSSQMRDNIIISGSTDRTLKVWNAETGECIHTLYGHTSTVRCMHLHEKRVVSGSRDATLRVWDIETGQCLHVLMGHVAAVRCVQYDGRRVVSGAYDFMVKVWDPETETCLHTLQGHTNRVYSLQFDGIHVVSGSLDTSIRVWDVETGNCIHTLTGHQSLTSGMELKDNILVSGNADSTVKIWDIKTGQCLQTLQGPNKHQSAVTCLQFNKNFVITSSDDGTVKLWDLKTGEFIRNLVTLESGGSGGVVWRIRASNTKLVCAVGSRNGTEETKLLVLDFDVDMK
MITF primary: inhibitors of human MITF | O75030 | AlphaScreen MITF homodimerization, bead proximity signal | inhibition, % at 2.6 µM | 650,000 compounds, 0.91% hits; in the data active = inhibition above about 50%;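 also: 0% = vehicle wells with protein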
TEAD-YAP inh: TEAD-YAP interaction inhibition; HEK-TIYL cells, TEAD-Gal4/YAP UAS-luciferase luminescence; inhibition, % at 9.12 µM; 640,000 compounds, 1.4% hits; AID 1259422; in the data active = inhibition above about 32%;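 also: 0% = median of test compound wells and 100% = reference inhibitor wells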
GPR151 ag: activates the human receptor GPR151 | activation, % at 11.2 µM | 650,000 compounds, 1% hits | PathHunter beta-arrestin GPR151 cells, luminescence | Q8TDV0; in the data active = activation above about 4.9%;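 also: 0% = median of compound wells and 100% = cells with positive control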
* marks the source's active call; other numbers are inactive results; · = not tested or not shown.

Short keys – A = FBW7 activator; B = MITF primary; C = TEAD-YAP inh; D = GPR151 ag
COCCOC(=O)N1CCC(C(=O)NC(c2ccccc2)c2ccccn2)CC1 (stereo unspecified)
  A = 0.0; B = 3; C = 0; D = 0.1
COCCNC(=O)CC(NS(=O)(=O)c1ccc(C)cc1)c1ccco1 (stereo unspecified)
  A = 0.0; B = 5; C = -2; D = -1.3
CCN1C(=O)N[C@@H](CCc2ccccc2)C(C(=O)OC)=C1C
  A = -0.1; B = -5; C = ·; D = 2.2
COc1ccc(OC)c(N(CC(N)=O)S(=O)(=O)c2ccc(C)cc2)c1
  A = -0.1; B = 1; C = 15; D = 1.5
COCCn1c2c(c(=O)[nH]c1=O)C(c1ccc(SC)cc1)C1=C(CCCC1=O)N2 (stereo unspecified)
  A = 0.0; B = 6; C = 6; D = 0.3
CC(C)c1ccc(C2/C(=C(/O)c3ccccc3)C(=O)C(=O)N2CC2CCCO2)cc1 (stereo unspecified)
  A = 0.0; B = 3; C = -3; D = -0.4
CC(C)n1c(NCCCN2CCCC2=O)nc2c(Nc3ccc(Oc4ccccc4)cc3)ncnc21
  A = -0.1; B = 2; C = -28; D = 1.6
O=C1c2c(O)cc(O)cc2O[C@H](c2ccc(O)c(O)c2)[C@@H]1O
  A = -0.1; B = -5; C = 11; D = -0.4
COc1ccc(C2Oc3ccccc3C3CC(c4ccc(Cl)cc4)=NN32)cc1 (stereo unspecified)
  A = 1.0; B = 20; C = -53; D = -2.3
Cc1cc(C(=O)CN2C(=O)C(=O)N(Cc3ccccc3)C2=O)c(C)n1Cc1ccccc1
  A = -0.2; B = -9; C = 2; D = -1.7
O=Cc1ccc(OCc2cccc(C(=O)O)c2)c(Cl)c1
  A = 0.1; B = 3; C = 88*; D = -7.7
COc1ccc(CCNC(=O)c2ccnc(-c3csc4ccccc34)c2)cc1
  A = 0.0; B = 4; C = 0; D = 3.6
Cc1ccc(NC(=O)C(CCS(C)(=O)=O)N2Cc3ccccc3C2=O)nc1 (stereo unspecified)
  A = 0.1; B = 13; C = -11; D = 0.2
O=C(Cn1nnc(-c2ccc(CN3CCCCC3)cc2)n1)Nc1ccccc1Cl
  A = 0.0; B = 4; C = 4; D = 2.6
Cc1ccc(C)c(NS(=O)(=O)c2ccc(NS(=O)(=O)c3ccc(F)cc3)cc2)c1
  A = 0.0; B = 12; C = -5; D = -0.4
CC(C)OCCCNC(=O)C(=O)NCc1cccnc1
  A = 0.2; B = 16; C = 0; D = 0.1
CCOc1ccc(NC(=O)CSc2cc(C)c3ccccc3n2)cc1
  A = 1.1; B = 15; C = 9; D = 0.6
O=S(=O)(NC1CCCc2ccccc21)c1cnc[nH]1 (stereo unspecified)
  A = -0.6; B = -4; C = -11; D = 0.1
COc1ccc(C2CC(=O)C(C=Nc3ccc(Br)cc3)=C(O)C2)cc1 (stereo unspecified)
  A = 0.1; B = 13; C = -2; D = -1.0
Cc1cc(=O)oc2ccc(OC(=O)c3cccc(S(=O)(=O)N4CCOCC4)c3)cc12
  A = -0.1; B = -1; C = -9; D = -0.3
CC(=O)Nc1ccc(NC(=O)CSc2nnc(C)c(=O)[nH]2)cc1
  A = 0.0; B = 1; C = 17; D = 1.1
Cc1ccc(NC(=O)C2CCCN2c2nn3c(=O)cc(C)nc3s2)cc1 (stereo unspecified)
  A = 0.6; B = 8; C = 6; D = -0.3
CCOc1ccc2[nH]c(C)c(CN3CCCCC3C)c(=O)c2c1 (stereo unspecified)
  A = 0.5; B = -12; C = 0; D = 1.0
O=C(NCSc1ncccn1)c1ccccc1
  A = -0.1; B = -10; C = -4; D = 7.6*
CC1CCN(C(=O)CSc2nc3ccsc3c(=O)n2Cc2ccc3c(c2)OCO3)CC1
  A = 0.9; B = 6; C = 11; D = -2.1

Further structures.
Short keys – A = FBW7 activator; B = MITF primary; C = TEAD-YAP inh; D = GPR151 ag
Cc1ccccc1/C=C\C(=O)NCC(=O)O
  A = -0.1; B = 9; C = 9; D = -0.3
O=C(COc1cccc2c1CCNC2=O)Nc1ccccc1
  A = 0.0; B = 14; C = 14; D = -0.9
CSc1nc(N)nc(SCC(N)=O)c1C#N
  A = 0.1; B = -5; C = -7; D = -1.7
O=c1/c(=C/c2ccc(I)cc2)sc2nc3ccccc3n12
  A = 0.6; B = 0; C = -8; D = -0.4
CCOC(=O)C1=C(C(=O)OCC)SC(=C2C(=S)C(C)(C)N(C(=O)c3ccc([N+](=O)[O-])cc3)c3ccc(C)cc32)S1
  A = 0.1; B = 19; C = -18; D = -0.7
Cc1ccc2nc(=S)n(C(=O)c3ccc(Cl)cc3)n2c1
  A = -0.1; B = 7; C = -37; D = -0.2
Clc1ccc(CSc2ncnc3nc[nH]c23)cc1
  A = 0.2; B = 10; C = -4; D = 6.6*
CCOC(=O)c1c(NC(C)=O)sc2c1CCC(I)C2=O (stereo unspecified)
  A = 0.6; B = 5; C = 12; D = -0.7
O=C(N/C(=C\c1ccc([N+](=O)[O-])cc1)C(=O)N1CCCCC1)c1ccco1
  A = 0.2; B = 6; C = 3; D = 0.3
CC(C)(C)C(=O)C[n+]1cccc(C(N)=O)c1
  A = 0.3; B = -7; C = -2; D = 2.0
CC(NC(=O)CN(c1ccc(F)c(Cl)c1)S(C)(=O)=O)c1ccccc1 (stereo unspecified)
  A = 0.1; B = 11; C = 10; D = -0.9
Cc1ccc(NC(=O)CSc2nc(-c3ccccc3)cn2-c2ccccc2C)cc1
  A = -0.4; B = 1; C = -4; D = 1.2
O=C(O)C1C2C=CC(C2)C1C(=O)Nc1cc(Cl)ccc1Cl (stereo unspecified)
  A = 0.0; B = -13; C = -4; D = -1.7
COc1ccc(CSc2nnc(-c3ccccn3)n2C)cc1
  A = -0.1; B = -1; C = -10; D = -0.8
CCn1ncc([N+](=O)[O-])c1C(=O)N1CCc2ccccc2C1
  A = -0.1; B = -4; C = 11; D = 0.4
Cc1ccc(NC(=O)c2sc3nc(N)c(C#N)cc3c2N)cc1Cl
  A = 0.5; B = 10; C = -8; D = 1.8
COc1cc(CN2CCCC(C)C2)ccc1O (stereo unspecified)
  A = 0.5; B = 3; C = 12; D = 2.0
Cc1ccccc1Cn1cnc2c(nnn2Cc2ccc(F)cc2)c1=O
  A = -0.1; B = 4; C = -5; D = -0.8
O=C(Cn1c(=O)sc2ccccc21)Nc1sc2c(c1C(=O)O)CCCC2
  A = -0.1; B = 0; C = 3; D = 4.6
COCCN(C(=O)Nc1cccc(F)c1)C1CCN(Cc2ccncc2)CC1
  A = -0.2; B = 15; C = -1; D = 1.6
Cc1cccc(NC(=O)CSc2ncnc3c2oc2ccccc23)c1C
  A = 1.0; B = 2; C = 16; D = -1.1
CCOC(=O)C1=C(c2ccccc2)NC(=S)NC1c1cc(OC)c(OC)c(OC)c1 (stereo unspecified)
  A = 0.0; B = 12; C = 4; D = 0.8
O=C1CCN(Cc2cccnc2)CCN1Cc1ccc(F)cc1
  A = -0.1; B = -1; C = 5; D = -0.9
O=C(O)COc1ccc(N2C(=O)C3C4c5ccccc5C(c5ccccc54)C3C2=O)cc1 (stereo unspecified)
  A = -0.1; B = 8; C = -3; D = 0.8
CN(C)c1ccc(C(=O)Nc2ccc(-c3nc4ccccc4o3)cc2)cc1
  A = 0.1; B = -4; C = -12; D = 0.4

(list continues)
Short keys – A = FBW7 activator; B = MITF primary; C = TEAD-YAP inh; D = GPR151 ag
COc1ccc(C(=O)NCc2nnc(SCC(=O)N3N=C(c4cccs4)CC3c3ccc(OC)cc3)n2Cc2ccccc2)cc1 (stereo unspecified)
  A = 0.0; B = 1; C = 7; D = -0.1
N#CCSc1nc2cc(C(=O)NCc3ccccc3Cl)ccc2c(=O)n1C1CCCCC1
  A = 0.0; B = 3; C = 3; D = -1.5
COc1ccc(/C=C2\N=C(c3ccc(Cl)cc3Cl)OC2=O)cc1
  A = 0.2; B = 0; C = 5; D = 0.3
CCN(CC)CCNCC(O)CN1CCn2c3c(c4cc(C)ccc42)CCCC31 (stereo unspecified)
  A = -0.1; B = 9; C = 4; D = 1.5
CCn1nccc1C(=O)Nc1ccc(C)cc1F
  A = 0.1; B = 4; C = 1; D = -1.8
O=C1CCC(CCC(=O)N2CCC(Oc3cccnc3)CC2)(Cc2cccs2)N1 (stereo unspecified)
  A = 0.1; B = 14; C = -4; D = -1.1
CCc1ccc(CN(C(=O)c2ccco2)C2CCS(=O)(=O)C2)cc1 (stereo unspecified)
  A = 0.0; B = 3; C = -5; D = -0.7
COC(=O)c1cc(NC(=O)c2ccc(OC)c(OC)c2)cc(C(=O)OC)c1
  A = -0.1; B = -3; C = -1; D = -0.8
Cc1ccccc1-n1c(NN)nc2sc3c(c2c1=O)CCN(C)C3
  A = -0.1; B = 13; C = 0; D = -0.7
Cc1cnc(C(=O)Nc2ccc(S(=O)(=O)N3CCCCCC3)cc2)cn1
  A = 0.0; B = -2; C = -3; D = -0.1
CCC1Oc2ccc(C)cc2N(CC(=O)NC2CCCC(C)C2C)C1=O (stereo unspecified)
  A = -0.1; B = 9; C = 5; D = 0.7
CCOc1ccc(N2CC(c3nc(-c4ccccc4)no3)CC2=O)cc1 (stereo unspecified)
  A = 0.4; B = -10; C = -7; D = -1.6
CC(=O)N1CCc2c(sc(NC(=O)c3coc4ccccc4c3=O)c2C(N)=O)C1
  A = 0.0; B = 2; C = 5; D = -1.5
Cc1ccc(NS(=O)(=O)c2ccc(CCC(=O)NCc3cccnc3)cc2)cc1
  A = 0.3; B = 2; C = -3; D = 1.8
Cc1ccc(OC(=O)CCc2c(C)nc3ncnn3c2C)cc1
  A = 0.0; B = 8; C = 0; D = 0.0
CC(=O)NCCC(=O)N1CCCC(CCC(=O)NCc2ccc(C)o2)C1 (stereo unspecified)
  A = 0.2; B = 4; C = -7; D = 0.4
CC1CCN(C(=O)c2cc3ccccn3n2)CC1
  A = 0.1; B = -6; C = -30; D = -1.4
Cc1[nH]c2ccccc2c(=O)c1CN1CCCCC1C (stereo unspecified)
  A = 0.0; B = 13; C = -2; D = -0.8
O=C(Nc1nc(-c2ccc(F)cc2)cs1)c1cccc(Oc2ccccc2)c1
  A = 0.8; B = 0; C = -4; D = -1.1
Cc1ccc(-c2ncnn2-c2cccc(Cl)c2)cc1
  A = 0.4; B = 12; C = 9; D = -0.9
O=C1/C(=C/c2ccc(-c3ccc(Br)cc3)o2)C=C(c2ccccc2)N1c1cccc(Cl)c1
  A = 0.0; B = -4; C = -9; D = 1.0
Cn1ncc2c(N3CCN(Cc4ccc5c(c4)OCO5)CC3)ncnc21
  A = 0.8; B = 6; C = 2; D = 0.6
COC(=O)c1sc(N)c(C(=O)OC)c1COC(=O)C12CC3CC(CC(O)(C3)C1)C2
  A = 0.5; B = 5; C = -7; D = 0.3
CC1=NN(c2ccc(C)c(Cl)c2)C(=O)/C1=C\c1ccc2c(c1)OCO2
  A = -0.4; B = -8; C = 0; D = 0.9
O=C(Nc1cccc(F)c1)c1ccccc1[N+](=O)[O-]
  A = 0.0; B = 5; C = 3; D = 0.7
Cc1cnc(Nc2ccnn2C)nc1NCc1cccnc1
  A = 0.1; B = -9; C = -6; D = -1.0
CC(=O)c1ccc(NCN2C(=O)CSC2=O)cc1
  A = 0.1; B = 1; C = -3; D = 0.7
COC(=O)c1ccc(NC(=O)/C(=C\c2ccc(OC(C)=O)cc2)NC(=O)c2ccccc2)cc1
  A = 1.2; B = 8; C = -1; D = 2.2

By substructure, those above containing an aryl methoxy group
Short keys – A = FBW7 activator; B = MITF primary; C = TEAD-YAP inh; D = GPR151 ag
COc1ccc(OC)c(N(CC(N)=O)S(=O)(=O)c2ccc(C)cc2)c1
  A = -0.1; B = 1; C = 15; D = 1.5
COc1ccc(C2Oc3ccccc3C3CC(c4ccc(Cl)cc4)=NN32)cc1 (stereo unspecified)
  A = 1.0; B = 20; C = -53; D = -2.3
COc1ccc(CCNC(=O)c2ccnc(-c3csc4ccccc34)c2)cc1
  A = 0.0; B = 4; C = 0; D = 3.6
COc1ccc(C2CC(=O)C(C=Nc3ccc(Br)cc3)=C(O)C2)cc1 (stereo unspecified)
  A = 0.1; B = 13; C = -2; D = -1.0
COc1ccc(CSc2nnc(-c3ccccn3)n2C)cc1
  A = -0.1; B = -1; C = -10; D = -0.8
COc1cc(CN2CCCC(C)C2)ccc1O (stereo unspecified)
  A = 0.5; B = 3; C = 12; D = 2.0
CCOC(=O)C1=C(c2ccccc2)NC(=S)NC1c1cc(OC)c(OC)c(OC)c1 (stereo unspecified)
  A = 0.0; B = 12; C = 4; D = 0.8
COc1ccc(C(=O)NCc2nnc(SCC(=O)N3N=C(c4cccs4)CC3c3ccc(OC)cc3)n2Cc2ccccc2)cc1 (stereo unspecified)
  A = 0.0; B = 1; C = 7; D = -0.1
COc1ccc(/C=C2\N=C(c3ccc(Cl)cc3Cl)OC2=O)cc1
  A = 0.2; B = 0; C = 5; D = 0.3
COC(=O)c1cc(NC(=O)c2ccc(OC)c(OC)c2)cc(C(=O)OC)c1
  A = -0.1; B = -3; C = -1; D = -0.8
